From PubChem
Rpn11 block: blocks the human proteasome subunit Rpn11; AID 588493; O00487; calls only at 20 µM; 0.59% of 360,000 active; human 26S proteasome, Ub4-pepOG fluorescence polarization; 20S core pre-blocked with epoxomicin;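 active means inhibition at 20 µM, scaled to each plate's controls, above about 33%, limit read from the data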
MLLE-PAM2 inh: blocks PAM2 peptide binding to the PABP1 MLLE domain; inhibition, % at 20 µM; AID 588489; GST-MLLE / FITC-PAM2 fluorescence polarization; 0.36% of 360,000 active; P11940; in the data active means inhibition above about 35%, passing the limit was not always enough;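 further: plate controls were DMSO wells with GST-MLLE for no effect and wells lacking GST-MLLE protein for full effect; some results filed as inactive read as strong as hits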
Target sequence (P11940 whole entry, looked up, the tested form may be a part): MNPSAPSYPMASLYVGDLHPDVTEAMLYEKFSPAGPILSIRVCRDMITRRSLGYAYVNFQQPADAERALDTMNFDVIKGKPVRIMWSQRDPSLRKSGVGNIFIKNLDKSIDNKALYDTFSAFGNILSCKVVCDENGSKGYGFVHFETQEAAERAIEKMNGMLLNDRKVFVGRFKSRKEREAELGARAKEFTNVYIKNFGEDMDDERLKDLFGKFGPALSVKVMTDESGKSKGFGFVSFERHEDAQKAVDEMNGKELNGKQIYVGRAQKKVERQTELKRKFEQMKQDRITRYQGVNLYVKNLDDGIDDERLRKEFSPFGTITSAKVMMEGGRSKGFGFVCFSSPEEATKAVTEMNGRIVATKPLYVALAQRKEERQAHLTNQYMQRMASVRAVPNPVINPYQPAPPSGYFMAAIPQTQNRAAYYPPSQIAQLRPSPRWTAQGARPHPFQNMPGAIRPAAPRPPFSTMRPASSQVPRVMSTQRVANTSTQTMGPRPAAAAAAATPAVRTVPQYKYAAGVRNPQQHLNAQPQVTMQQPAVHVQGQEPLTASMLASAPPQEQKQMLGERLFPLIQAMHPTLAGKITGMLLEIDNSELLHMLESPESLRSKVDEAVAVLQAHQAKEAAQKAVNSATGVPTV
Rin1 Abl inh: inhibitors of human Rin1-Abl protein interaction | P00519+Q13671 | TR-FRET Rin1/Abl binding, biochemical | inhibition, % at 7.35 µM | 0.4% of 360,000 active | AID 588664; in the data active means inhibition above about 5%, passing the limit was not always enough
CSN inh: blocks human CSN-mediated cullin deneddylation; inhibition, % at 12.5 µM; 0.38% of 360,000 active; Q92905; Purified CSN, SCF-Nedd8-OG deneddylation, fluorescence polarization;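 active means pattern-corrected inhibition above about 35%, with an unprinted fluorescence ratio check between 0.5 and 1.5, limit read from the data, passing the limit was not always enough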;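 further: 0% = enzyme with substrate and 100% = substrate without enzyme; some results filed as inactive read as strong as hits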
Target sequence (Q92905 whole entry, looked up, one chain of several): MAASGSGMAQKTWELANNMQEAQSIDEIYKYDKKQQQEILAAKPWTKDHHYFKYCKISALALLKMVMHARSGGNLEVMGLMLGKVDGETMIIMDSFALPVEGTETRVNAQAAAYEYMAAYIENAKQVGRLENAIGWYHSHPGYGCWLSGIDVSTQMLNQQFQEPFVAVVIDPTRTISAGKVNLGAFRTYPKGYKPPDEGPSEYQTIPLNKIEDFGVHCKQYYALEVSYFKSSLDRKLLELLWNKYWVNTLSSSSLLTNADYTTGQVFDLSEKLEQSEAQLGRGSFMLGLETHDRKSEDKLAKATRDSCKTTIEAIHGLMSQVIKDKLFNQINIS
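Assay system: purified human Csn5 enzyme expressed in HEK293T cells; Input: 0.24 nM Csn5 enzyme, final concentration; Reagent: 10 nM SCFSkp2-Nedd8OG; Compound dosing: 12.5 µM single point; Times: reaction 90 min, room temperature; Technique: fluorescence polarization readout.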
MT1-MMP act inh: MT1-MMP (human) activation inhibition; P50281; HT1080 RFP-PRO-GFP cells, GFP/RFP ratio fluorescence, overnight; percent of plate control window, DMSO zero; GFP/RFP ratio change, % at 20 µM; 0.061% of 360,000 active; AID 651647;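 active means GFP/RFP ratio change of at least 30% with cell ATP level not reduced by more than half and red fluorescence within 50% of control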; further: strong numbers were not always called active
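Material – HT1080 RFP-PRO-GFP cells · Control set – DMSO wells and RFP-L50D-GFP cells · Incubation – overnight cell settling, then overnight compound exposure, 37 °C, 5% CO2 · Compound dosing – single-point 20 µM compound, 1% DMSO · Read-out – GFP/RFP fluorescence ratio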
SKN-1 block: blocks SKN-1 activity in C. elegans. 0.49% of 360,000 active. AID 624304. C. elegans VP596 Pgst-4::GFP/RFP ratio, acrylamide-induced, 24 h. inhibition, % at 21.8 µM;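 active means interference check ratio from 0.5 to 1.5 plus GFP to RFP signal ratio inhibition reaching or exceeding a fixed threshold, cut at about 30% in these data, passing the limit was not always enough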; further: some compounds called inactive have numbers as strong as hits
NadD inh: blocks S. aureus nicotinate mononucleotide adenylyltransferase; purified NadD enzyme, colorimetric absorbance read-out; inhibition, % at 20 µM; 0.78% of 360,000 active; AID 602399; in the data active means inhibition above about 26%; further: some compounds past the cut are filed as inactive
FAS-TE inh: inhibitors of human fatty acid synthase thioesterase domain. P49327. recombinant FAS-TE, OMFH fluorogenic substrate, fluorescence endpoint. inhibition, % at 15 µM. 0.67% of 360,000 active. AID 602261;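 active means compounds whose normalised, plate-corrected inhibition of enzyme fluorescence in the single-dose primary screen is 50% or more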;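 further: 0% = DMSO with enzyme and 100% = substrate without enzyme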
Neddyl block: blocks human cullin neddylation. P61081+Q13564. TR-FRET cullin neddylation, biochemical. calls only at 25 µM. 0.58% of 360,000 active; in the data active means inhibition above about 36%
Numbers without * were called inactive; i = inactive; / = no result given; + = active, no number. Compounds were not picked by outcome; any-hit rate near 3.9%.

The line under a structure holds: Rpn11 block	MLLE-PAM2 inh	Rin1 Abl inh	CSN inh	MT1-MMP act inh	SKN-1 block	NadD inh	FAS-TE inh	Neddyl block
CC1(C)Cc2cccc(OCC(O)CNCc3ccccn3)c2O1 (stereo not given)
→ i	-3	-1	-2	4	13	-5	-2	i
CCC1(C)Cc2ccccc2C(Nc2c(C)n(C)n(-c3ccccc3)c2=O)=N1 (stereo not given)
→ i	3	1	-1	-1	-5	8	-6	i
O=C(CSc1nc2[nH]ncc2c(=O)[nH]1)c1ccccc1
→ i	12	1	1	5	0	1	-1	i
CC12C(=O)N(c3cccc4cccnc34)C(=O)C1C1C=CC2C1 (stereo not given)
→ i	-5	1	-3	-2	6	-3	-7	i
CCN(CC)S(=O)(=O)c1ccc(N2CCOCC2)c(NS(=O)(=O)c2ccc(C)c(C)c2)c1
→ i	-9	0	-11	-2	19	-4	12	i
CCOc1ccccc1NC(=O)CCn1c(=O)oc2ccccc21
→ i	7	1	-3	11	2	-3	-7	i
Cc1ccnc(SCc2cc(=O)c(OC(=O)c3ccc(S(=O)(=O)N4CCCC4)cc3)co2)n1
→ i	31	-3	6	3	7	0	-1	i
Cc1[nH]c2ccccc2c1CCN(Cc1cccs1)C(=S)Nc1ccccc1
→ i	-41	-1	5	-3	8	2	32	i
COc1ccc(OC)c(N=C2C(=O)Nc3ccccc32)c1
→ i	-9	-10	4	9	21	11	-4	i
CCOc1cccc(N2C(=O)CC(N(CCc3ccc(OC)c(OC)c3)C(=O)CC)C2=O)c1 (stereo not given)
→ i	-5	1	-2	6	8	7	-1	i
CCOc1ccc(OCCSc2nc3ccccc3[nH]2)cc1
→ i	-13	-2	2	-9	14	-5	8	i
OCC[C@H]1C[C@@H](O)[C@H](O)[C@@]2(Cc3ccccc3O2)O1
→ i	-10	0	0	0	7	0	-9	i
O=C(CC(C(=O)O)N1CCOCC1)Nc1ccc(Cl)cc1 (stereo not given)
→ i	-7	1	0	2	28	-3	-4	i
NC(=S)NN=C(c1ccc(Br)cc1)C1CC1
→ i	-83	1	2	0	16	6	-7	i
CCN(CC(=O)Nc1cc(S(=O)(=O)N2CCOCC2)ccc1Cl)Cc1ccccc1
→ i	0	7	-1	-7	-12	10	33	i
CCOc1ccc(NC(=O)c2ccc(OCC3CCCO3)cc2)cc1S(=O)(=O)N(CC)CC (stereo not given)
→ i	-7	-1	-3	-8	1	1	-3	/
Brc1ccc(-c2ccc(/C=N/Nc3nc4ccccc4[nH]3)o2)cc1
→ i	11	1	1	8	2	18	-29	/
COC(=O)c1ccc(-n2c(C)cc(-c3csc(NC(=O)c4ccc(S(=O)(=O)N(C)C)cc4)n3)c2C)cc1
→ i	-18	-1	14	-3	19	11	7	i
O=C(COC(=O)C1CC1)Nc1ccc(Cl)cn1
→ i	-12	0	-1	-4	-3	-3	-7	i
O=C(c1cc(C2CCCCN2S(=O)(=O)c2ccc(F)cc2F)on1)N1CCOCC1 (stereo not given)
→ i	-8	2	0	-4	-19	4	-3	i
CCCn1c(=O)c(C(=O)NCCc2ccc(OC)c(OC)c2)c(O)c2ccccc21
→ i	-7	0	0	2	-31	-10	8	i
O=C(O)c1cc(Cl)c(Cl)cc1C(=O)N1CCCC1
→ i	3	0	-3	-2	5	4	-9	i
O=C(Nc1ccccc1)Nc1ccc2ccccc2n1
→ i	16	-1	5	6	-5	-4	-1	i
O=C(N/C(=C/c1ccc(F)cc1)C(=O)N1CCOCC1)c1ccccc1
→ i	6	-3	2	0	-7	-6	-5	i
CN(Cc1cn(C)nc1-c1ccccc1F)C1CCOC1 (stereo not given)
→ i	-8	-6	3	-1	-4	-3	-6	i
COCCNC(=O)c1cc2c3ccccc3n(C)c2s1
→ i	3	31*	6	6	-13	-1	-6	i
CCCC(=O)c1c(NC(C)C)cc(C)oc1=O
→ i	-4	3	3	/	-5	5	-9	i
COc1ccccc1NC(=S)N(Cc1cccnc1)Cc1ccco1
→ i	-30	2	-3	-3	0	-8	-5	i
CN(CC(=O)Nc1cccc2c1CCCC2)S(=O)(=O)c1ccc(Br)cc1
→ i	7	-2	-4	6	17	-6	22	i
O=C(O)CCn1c(SCc2ccccc2)nc2ccccc21
→ i	-6	4	3	0	2	7	-5	i

Record cards, as listed above.
Listed for `O=C(N/C(=C/c1ccc(F)cc1)C(=O)N1CCOCC1)c1ccccc1` = Rpn11 block: i; MLLE-PAM2 inh: 6; Rin1 Abl inh: -3; CSN inh: 2; MT1-MMP act inh: 0; SKN-1 block: -7; NadD inh: -6; FAS-TE inh: -5; Neddyl block: i
Listed for `O=C(CC(C(=O)O)N1CCOCC1)Nc1ccc(Cl)cc1` (stereo not given) = Rpn11 block: i; MLLE-PAM2 inh: -7; Rin1 Abl inh: 1; CSN inh: 0; MT1-MMP act inh: 2; SKN-1 block: 28; NadD inh: -3; FAS-TE inh: -4; Neddyl block: i

Next compounds follow:
The line under a structure holds: Rpn11 block	MLLE-PAM2 inh	Rin1 Abl inh	CSN inh	MT1-MMP act inh	SKN-1 block	NadD inh	FAS-TE inh	Neddyl block
O=C(CN1C(=O)S/C(=C/c2ccncc2)C1=O)N1CCOCC1
→ i	49*	2	5	-1	2	-5	-12	i
CCCc1nnc(SCC(=O)Nc2ccc(Cl)cc2Cl)o1
→ i	-5	-2	0	4	1	4	1	i
Clc1cccc(N/N=C/c2ccc(N3CCOCC3)s2)c1
→ i	-6	-1	-7	6	-5	12	45	+
CC(C)N(C(=O)[C@H]1CC(CC(=O)NCCc2ccccn2)C(=O)N2CCc3c([nH]c4ccccc34)[C@]12C)C(C)C (stereo not given in full)
→ i	-1	-1	-3	-4	7	1	-3	i
Cc1ccc(C(=O)N2CCN(c3ccccc3)CC2)cc1C
→ i	3	0	2	6	3	-6	-3	i
O=S(=O)(c1ccc2c(c1)OCCCO2)N1CCNCC1
→ i	-15	-4	0	0	-5	1	-5	i
CC1(C(=O)NS(=O)(=O)c2cccc(C#N)c2)CCN1C(=O)CC1CCCC1 (stereo not given)
→ i	-9	0	-1	-1	-2	-4	-6	i
CC1CCN(c2ccc(/C=N/n3nnnc3N)cc2[N+](=O)[O-])CC1
→ i	6	-2	0	9	-3	-4	-4	i
Cc1cc(C)c(S(=O)(=O)N2CCN(C(=O)CC(C)n3nc(C)nc3C)CC2)c(C)c1 (stereo not given)
→ i	6	-1	0	4	9	-4	-2	i
O=C(Cn1ccc(C(F)(F)F)n1)N/N=C/c1ccc(N2CCOCC2)cc1
→ i	8	0	-1	0	7	-1	-6	/
O=C(Nc1ccccc1)c1cc(C2CCCN(C(=O)c3ccccc3)C2)on1 (stereo not given)
→ i	2	-1	2	-1	11	2	-4	i
CCNC(=O)NC(=O)C(C)OC(=O)CCS(=O)(=O)c1ccc(C)cc1 (stereo not given)
→ i	8	-8	2	4	4	0	-3	i
CSc1cccc(NC(=S)N(Cc2ccc(C)cc2)Cc2ccccn2)c1
→ i	-31	-1	-9	-2	0	-7	0	i
Cc1ccccc1C(=O)Nc1nc(=S)ss1
→ i	32	-4	5	-3	-12	0	3	i
Cc1cc(C)c(CN2CCN(C(=O)CC[C@H]3O[C@@H](n4cnc5c(NC(=O)c6ccccc6)ncnc54)[C@H](O)[C@@H]3O)CC2)c(C)c1
→ i	-3	2	-2	0	-21	3	0	i
COc1ccc(-c2nnc3sc(CN4C(=O)c5ccccc5C4=O)nn23)cc1
→ i	-80	-1	-3	4	4	-1	-6	i
Cc1cccc(C(=O)OCC(=O)NC(C)CCc2ccccc2)c1O (stereo not given)
→ i	-9	0	2	-3	6	-8	6	i
CCOc1ccc(OCCOCCN2CCCC2)cc1
→ i	11	2	1	-2	9	-1	-9	i
Cc1nnc(SC/C=C/c2ccccc2)n(N)c1=O
→ i	4	-3	-2	0	-6	-1	-7	i
N#CC1=C(S)N(c2ccccc2)C(c2cccs2)NC1=O (stereo not given)
→ i	-30	2	-4	-2	3	4	-4	i
O=c1cc(O)n(-c2ccccc2)c(=S)[nH]1
→ i	16	1	-1	-6	2	-6	-3	i
COc1ccc(N2CCN(C(=O)c3cccc(Br)c3)CC2)c([N+](=O)[O-])c1
→ i	1	-3	5	3	7	-5	15	i
O=C(Nc1cccc(Br)c1)c1cc(S(=O)(=O)N2CCOCC2)cs1
→ i	-9	-1	-5	4	-1	-1	12	i
O=C(Nc1ccc(Br)cc1)c1ccc(-n2cnnn2)cc1
→ i	-1	1	1	4	-3	-2	-4	i
O=c1[nH]c2c(c(=O)[nH]1)CCCCCC2
→ i	-5	-2	2	3	-1	3	-3	i
O=C(Nc1ccc2c(c1)OCCO2)C1CCCN1C(=O)Nc1ccc(F)cc1 (stereo not given)
→ i	1	-1	1	0	0	-3	-5	i
Cc1noc(C)c1COC(=O)CCOc1ccccc1
→ i	-16	-3	-1	1	-34	-5	-6	i
CC(=O)c1ccc(OCc2cc(C(=O)N(C)CCOc3ccc(C)cc3)no2)cc1
→ i	9	3	5	7	4	-3	25	i
COc1cc(/C=N/n2cnnc2)ccc1Oc1nc(Cl)ncc1F
→ i	-10	-3	-5	3	-5	-5	-2	i
O=C(NCC(c1ccco1)N1CCc2ccccc2C1)C(=O)Nc1ccccc1 (stereo not given)
→ i	5	0	4	3	-1	2	18	i
O=C(NC1CCCCC1)C1c2ccccc2OCC(=O)N1CCc1ccccc1 (stereo not given)
→ /	/	/	0	5	8	-4	-4	i
COc1cc(OC)cc(C(=O)NC2CCN(CCCOc3ccccc3)CC2)c1
→ i	-5	3	4	3	14	-5	-3	i
O=C(CC1C(=O)NCCN1Cc1cccc(C(F)(F)F)c1)NC1CCOCC1 (stereo not given)
→ i	22	-1	-3	-4	11	-5	-3	i
Cc1ccc(SCC(=O)NC2CCS(=O)(=O)C2)cc1C (stereo not given)
→ i	-10	2	-3	-3	-16	-5	-9	i
COc1ccc(-c2n(Cc3ccccc3)c3ccccc3[n+]2Cc2ccccc2)cc1
→ i	-6	1	4	-33	0	9	37	i
O=C(Nc1ccccc1F)C1C2C=CC3(O2)C1C(=O)N(c1cccnc1)C3C(=O)NC1CCCCC1 (stereo not given)
→ i	-12	2	-7	2	2	0	-3	i
CSCCC(NC(=O)c1ccco1)C(=O)N1CCN(C(c2ccccc2)c2ccccc2)CC1 (stereo not given)
→ i	5	-1	-1	-4	16	1	7	i
CSCCC(NS(=O)(=O)c1ccc(C)cc1)C(=O)N1CCCC1 (stereo not given)
→ i	6	2	6	-4	1	-1	-6	i
CNC(=O)Cc1nc2ccccc2n1CC(=O)Nc1cc(C)cc(C)c1
→ i	1	-3	5	3	1	0	-2	i
COc1ccc(N(C(=O)c2snc(C(N)=O)c2N)C(C(=O)NC2CCCC2)c2cc(OC)ccc2OC)cc1 (stereo not given)
→ i	2	-5	3	-3	6	-1	27	i
CN1C(=O)CSc2ccc(NC(=O)Nc3ccccn3)cc21
→ i	-7	-2	7	-5	13	3	-4	i
COc1ccc(NC(=O)CN(C)C(=O)c2oc3ccccc3c2C)cc1
→ i	-4	2	2	-9	-6	-4	-1	i
Cc1ccc(OCCC(=O)OCC(=O)Nc2ccc(N3CCOCC3)cc2)cc1
→ i	-8	-3	-3	14	-6	-8	-3	i
c1ccc2c3c([nH]c2c1)-c1[nH]ncc1CC3
→ i	-3	2	-4	8	15	-1	-7	i
Brc1ccc(-c2csc(N3CCC(c4ccccc4)C3)n2)cc1 (stereo not given)
→ i	13	2	2	2	-1	13	24	i
